# From PubChem
# KCNQ1 pot = human KCNQ1 channel potentiation or activation | CHO-K1 KCNQ1, thallium flux FluxOR fluorescence; active compounds read high | B-score at 10 µM | 310,000 compounds, 0.35% hits | AID 2648;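 active = fluorescence ratio B-score, a plate-corrected score, at least three library SD, with initial intensity B-score within 5 SD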
#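 Test system: CHO-K1 cells stably expressing KCNQ1 / Medium: assay buffer / Also added: depolarizing K+/Tl+ stimulus, K2SO4 and Tl2SO4 each 12.5 mM in 5x stock / Incubation: 90 min dye loading and 20 min compound exposure, both at room temperature / Signal: thallium influx via FluxOR fluorescence, kinetic imaging / Evaluation: B score of baseline-normalized fluorescence ratio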
# ANO1 block = mouse TMEM16A channel inhibition, primary screen. HEK293 TMEM16A/YFP iodide influx fluorescence, ionomycin. normalized B-score (activity score, 25-100; higher = stronger inhibition) at 10 µM. AID 588511. Q8BHY3. 310,000 compounds, 1.2% hits;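 active = ratio plate-corrected score three or more library SD toward inhibition, starting fluorescence score within five deviations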;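 note: score derived from kinetic fluorescence span divided by baseline fluorescence per well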
# RGS4 pot = RGS4 potentiation or activation. HEK293 M3R/inducible RGS4, carbachol calcium flux Fluo4; active compounds read low. B-score at 10 µM. 310,000 compounds, 0.92% hits;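 active = B-score of the integrated calcium signal more than 4 SD below the library mean, with starting fluorescence not abnormally high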;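 note: negative B-score means reduced calcium response which marks RGS4 activation or potentiation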
#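 test system = M3R-expressing HEK293 line, RGS4 induced by doxycycline | probe or stimulus = carbachol at ECmax as muscarinic agonist stimulus | timing = dye loading 30 min 37 °C, buffer rest 30 min RT | signal = calcium dye Fluo4 fluorescence | evaluation = B score from integrated fluorescence ratio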
# SKKanGAS inh = inhibitors of SKKanGAS S. pyogenes growth in kanamycin (SK-promoter or general growth effect); AID 1662; inhibition, % at 7.5 µM; BacTiter-Glo, 6 h; 300,000 compounds, 1.3% hits;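 active = mean replicate score, as percent of positive control median, at least 50; inconclusive = mean below 50 but one replicate at or above 50; inactive = mean and every replicate below 50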;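 note: strain carries kanamycin resistance gene driven by streptokinase promoter and grows in 40 µg/ml kanamycin; loss of luminescence reflects streptokinase promoter inhibition or plain growth inhibition; 0% = median of DMSO wells and 100% = positive control at its reference dose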
# ANO1 activ = mouse TMEM16A channel activation, primary screen; Q8BHY3; HEK293 TMEM16A/YFP-H148Q/I152L, iodide quench fluorescence; active compounds read low; B-score at 10 µM; 340,000 compounds, 0.3% hits;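 active = fluorescence-ratio B-score plate-corrected deviation score at least 3 library SD below zero, with starting fluorescence score within 5 deviations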;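 note: channel opened by trigger with iodide after compound preincubation; score built on the fluorescence ratio of max minus min over baseline; more negative score means more quench and so TMEM16A activation or potentiation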
# hERG rescue = hERG (human) protection from proarrhythmic block | CHO-hERG, FluxOR thallium flux, dofetilide IC70 present | activation (rescue from dofetilide block), less the hit threshold, % at 10 µM | Q12809 | 310,000 compounds, 0.51% hits;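 active = activation above the mean of controls blocked by dofetilide plus 5 SD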;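 note: thallium influx through hERG after potassium depolarization seen as dye fluorescence rise; in these data hits start at about 4.7%; inactives centre near -7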
# Target sequence (Q12809 whole entry, looked up): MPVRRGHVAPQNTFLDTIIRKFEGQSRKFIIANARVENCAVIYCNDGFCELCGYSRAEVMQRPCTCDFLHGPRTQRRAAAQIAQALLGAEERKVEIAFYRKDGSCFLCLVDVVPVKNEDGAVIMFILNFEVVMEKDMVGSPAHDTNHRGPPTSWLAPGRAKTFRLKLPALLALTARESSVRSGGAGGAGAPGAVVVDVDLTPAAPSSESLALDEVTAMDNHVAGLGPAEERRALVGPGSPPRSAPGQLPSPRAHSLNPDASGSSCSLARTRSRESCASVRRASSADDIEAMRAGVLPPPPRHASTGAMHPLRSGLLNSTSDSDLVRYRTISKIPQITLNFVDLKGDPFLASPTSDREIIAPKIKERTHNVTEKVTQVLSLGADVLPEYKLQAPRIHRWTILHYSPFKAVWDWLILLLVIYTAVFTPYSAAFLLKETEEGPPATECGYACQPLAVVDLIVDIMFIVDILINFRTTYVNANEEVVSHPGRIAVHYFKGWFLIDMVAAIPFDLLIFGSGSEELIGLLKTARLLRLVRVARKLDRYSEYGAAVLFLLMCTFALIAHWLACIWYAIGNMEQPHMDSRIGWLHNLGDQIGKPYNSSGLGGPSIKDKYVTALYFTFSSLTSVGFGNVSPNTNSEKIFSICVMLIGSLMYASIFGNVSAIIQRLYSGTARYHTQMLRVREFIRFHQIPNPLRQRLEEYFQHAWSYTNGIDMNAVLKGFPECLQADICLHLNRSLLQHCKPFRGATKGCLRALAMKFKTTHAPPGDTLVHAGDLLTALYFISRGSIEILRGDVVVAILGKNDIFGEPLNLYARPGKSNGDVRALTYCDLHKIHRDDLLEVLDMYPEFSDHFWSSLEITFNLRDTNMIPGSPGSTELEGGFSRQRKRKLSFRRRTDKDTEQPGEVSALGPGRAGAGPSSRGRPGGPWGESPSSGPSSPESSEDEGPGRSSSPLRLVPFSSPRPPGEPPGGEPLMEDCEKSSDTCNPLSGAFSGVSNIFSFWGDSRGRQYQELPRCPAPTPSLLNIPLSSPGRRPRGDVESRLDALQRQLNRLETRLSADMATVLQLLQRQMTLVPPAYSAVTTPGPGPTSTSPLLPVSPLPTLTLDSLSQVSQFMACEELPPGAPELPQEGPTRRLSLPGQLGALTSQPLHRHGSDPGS
# KCNK3 block = human KCNK3 channel inhibition, primary screen; O14649; CHO-KCNK3 thallium flux, FluxOR fluorescence; active compounds read low; B-score at 10 µM; 340,000 compounds, 0.84% hits;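 active = B-score under library mean minus 4 SD, starting fluorescence ratio at most library mean plus 5 SD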;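 note: more negative B-score means stronger inhibition of thallium flux through KCNK3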
# HDAC3 inhib = blocks human histone deacetylase 3. inhibition, % at 8.3 µM. AID 2718. recombinant HDAC3, fluorogenic peptide/trypsin coupled, fluorescence. O15379. 320,000 compounds, 0.15% hits; in the data active = inhibition above about 26%, passing the limit was not always enough; inconclusive = no clear call, values can overlap the other calls
# KCNQ1 block = human KCNQ1 channel inhibition. CHO-K1 KCNQ1, FluxOR thallium flux fluorescence; active compounds read high. P51787. B-score at 10 µM. 310,000 compounds, 1.3% hits;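 active = compounds whose thallium flux B-score, printed positive for inhibition, exceeds three library SD while starting fluorescence stays within three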;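 note: channel opened by potassium depolarization with thallium stimulus after 20 min compound exposure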
# KCNK9 block = human KCNK9 channel inhibition. B-score at 10 µM. HEK293 KCNK9, FluxOR thallium flux fluorescence; active compounds read low. 310,000 compounds, 1.2% hits. AID 488922;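 active = ratio B-score over 3 SD below the library mean, with starting fluorescence within 5 SD of its mean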;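 note: negative B-score means less thallium flux so channel inhibition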
# RGS4 inh = inhibitors of human RGS4; P49798; HEK293 M3R/RGS4 inducible, Fluo-4 calcium flux; active compounds read high; triggered by carbachol at its EC20; B-score at 10 µM; 310,000 compounds, 0.45% hits;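 active = B-score, a plate-corrected calcium signal, over three deviations above library mean, with baseline fluorescence within five deviations of library mean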;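 note: RGS4 expression induced by doxycycline in cells with stable M3 receptor; B-score is computed from the integrated fluorescence ratio over baseline after carbachol; higher B-score means a larger calcium signal and so more RGS4 inhibition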
# Active calls of the source: *; i = inactive; ? = inconclusive; nt = not tested or not shown.
SMILES,KCNQ1 pot,ANO1 block,RGS4 pot,SKKanGAS inh,ANO1 activ,hERG rescue,KCNK3 block,HDAC3 inhib,KCNQ1 block,KCNK9 block,RGS4 inh
C=C(C)COc1ccc2c(CC)cc(=O)oc2c1,i,i,i,-3.0,i,-12.9,i,-20.4,i,i,i
CCOP(=O)(OCC)C(NC(=O)Nc1cccc(Cl)c1)C(N)=O (stereo not given),i,i,i,8.8,i,-1.9,i,-4.9,i,i,i
COc1cccc(NC(=O)CSc2nnc(-c3ccoc3C)n2-c2ccccc2)c1,i,i,i,-4.5,nt,-4.5,nt,-10.0,i,i,i
O=C1CSC2(CCCCC2)N1CCO,i,i,i,-3.4,i,-11.4,i,-3.9,i,i,i
COC(=O)CN(c1ccc(OC)cc1)S(=O)(=O)c1c(C)noc1C,i,i,i,1.4,i,-5.0,i,7.2,i,i,i
CCOC(=O)CSc1nc2c(c(=O)[nH]1)C(C)(CC)Cc1ccccc1-2 (stereo not given),i,i,i,9.2,i,-11.6,i,2.5,i,i,i
O=C1CN(CC(=O)Nc2ccc(SC(F)F)cc2)CCN1,i,i,i,2.8,i,-6.4,i,0.1,i,i,i
COC(=O)c1cccc(Oc2nc3c(c(=O)n(C)c(=O)n3C)n2C(C)C)c1,i,i,i,27.6,i,-6.4,i,-0.5,i,i,i
Cc1cccc(OCC(=O)N/N=C/CC(C)c2ccccc2)c1C (stereo not given),i,i,i,7.5,i,-5.0,i,nt,i,i,i
CC(C)CCNC(=O)c1ccc2c(c1)ncn2C1CCCC1,i,i,i,-12.0,i,-0.6,i,2.9,i,i,i
Cc1cccc(OCCn2c(=S)[nH]c3ccccc32)c1,i,i,i,-6.3,i,-0.7,i,-3.7,i,i,i
COc1ccccc1/C=C1/C(=O)N(c2ccccc2)N=C1C,i,i,i,-0.4,i,-3.5,i,0.4,i,i,i
CCCCN(CC)CCNC(=O)c1cn(CCOC)c(=O)c2c1c1ccccc1n2C,i,i,i,6.3,i,-8.7,i,-3.7,i,i,i
CCOC(=O)Cn1cc(Cl)c(=O)c(Cl)c1,i,i,i,5.5,i,-6.5,i,-6.6,i,i,i
CCCC(=O)Nc1ccccc1Sc1ncnc2scc(-c3ccccc3)c12,i,i,i,-1.7,i,-2.8,i,-15.8,i,i,i
COc1ccc(C(=O)c2cc3ccc(O)cc3oc2=O)cc1,i,i,i,9.2,i,-11.9,i,0.1,i,i,i
Cc1csc(/N=C/N(C)C)c1C#N,i,i,i,-6.2,i,-4.0,i,-3.1,i,i,i
CC1CCN(C(=O)C(NS(=O)(=O)c2cccc3nsnc23)c2ccccc2)CC1 (stereo not given),i,i,i,-1.9,i,-16.3,i,6.3,i,i,i
COc1ccc(C(CC(=O)N2CCN(c3ccccc3)CC2)c2c(OC)cc(OC)c3ccc(=O)oc23)cc1 (stereo not given),i,i,i,16.6,i,-9.9,i,-14.1,i,i,i
Cc1nnc(SCCC(=O)Nc2ccc(Cl)cc2)o1,i,i,i,-1.6,i,-4.0,i,14.0,i,i,i
COc1ccc(/C=N/N=C/c2ccc(OC)cc2)cc1,i,i,i,-0.2,i,-3.6,i,3.4,i,i,i
CCOc1cc(CNCc2ccccc2)ccc1OCc1ccc(Cl)cc1,i,100*,i,6.7,i,-20.7,i,1.6,7*,i,i
CN1CCN(S(=O)(=O)c2ccc(NC(=O)Cc3cccs3)cc2)CC1,i,i,i,nt,i,-11.1,i,0.6,i,i,i
CC(C)OCCCNC(=O)c1cc2c(=O)n(C)c3ccccc3c2n1C,i,i,i,-4.7,i,-9.1,i,2.7,i,i,i
Cc1cnc(C(=O)NCc2ccc(F)cc2)cn1,i,i,i,-0.7,i,-8.8,i,-2.0,i,i,i
CCOc1ncccc1C(=O)OCC(=O)c1ccc(F)cc1,i,i,i,-1.5,i,-8.3,i,0.1,i,i,i
CCC(c1nnc(SCC(=O)Nc2ccc(C(=O)Nc3ccccc3OC)cc2)o1)N(C)C (stereo not given),i,i,i,11.3,i,-1.2,i,1.3,i,i,i
O=C(NC1CCCCC1)c1cccc(COCC(F)(F)F)c1,i,i,i,-2.4,i,-6.5,i,-15.6,i,i,i
CCn1c(SCc2nc(-c3ccccc3)no2)nnc1-c1cccs1,i,i,i,-4.4,i,-13.6,i,13.1,i,i,i
O=S1(=O)C=C(SCc2cccc(Cl)c2)Nc2ccccc21,i,i,i,-0.3,i,-1.6,i,4.3,i,i,i
O=C(NC1CCCCC1)C1CCN(C(=O)c2ccc(Cl)cc2)CC1,i,i,i,3.9,i,-5.9,i,-3.2,i,i,i
CC(=O)N1[C@H](C)C=C[C@]1(Cc1ccccc1)C(=O)NCc1cc(F)cc(C(F)(F)F)c1,i,i,i,3.9,i,-4.7,i,11.7,i,i,i
CSc1ccccc1C(=O)Nc1ccc2c(c1)OCO2,i,i,i,12.4,i,-9.6,i,6.6,i,i,i
Cc1cc(N2CCN(Cc3nc(-c4ccc(Cl)cc4)oc3C)CC2)cc(C)n1,i,i,i,1.6,i,-20.3,i,-0.8,i,i,i
COc1ccccc1NS(=O)(=O)c1ccc(O)c(C(=O)OCC(=O)N2c3ccccc3CC2C)c1 (stereo not given),i,i,i,-4.7,i,-11.1,i,-0.3,i,i,i
COC(=O)c1sccc1NC(=O)Nc1ccccc1OC,i,i,i,22.7,i,-9.4,i,0.6,i,i,i
CS(=O)(=O)N(CC(=O)N1CCN(Cc2ccccc2)CC1)c1ccc2c(c1)OCCO2,i,i,i,-11.5,i,-8.8,i,-1.6,i,i,i
COc1ccc(NC(=O)Cc2c[nH]c3ccccc23)cc1S(=O)(=O)N1CCOCC1,i,i,i,-4.9,i,-8.1,i,-0.8,i,i,i
C=CCN(c1ccccc1)S(=O)(=O)c1cccc(C(=O)NCC(c2ccccc2OC)N2CCCC2)c1 (stereo not given),i,i,i,-9.8,i,-8.8,i,-2.2,i,i,i
O=C(O)COc1ccc(NC(=O)c2ccc3c(c2)C(=O)N(C2CCCCC2)C3=O)cc1,i,i,i,2.5,i,3.0,i,-1.5,i,i,i
CCCc1nc(NCC2CCCO2)c2nnn(Cc3ccccc3)c2n1 (stereo not given),i,i,i,6.3,-4.92*,-2.2,i,-0.3,i,i,i
Cc1cccc(NC(=S)NC(C)C(c2ccccc2)N2CCN(C)CC2)c1C (stereo not given),i,i,i,1.7,i,-14.2,i,2.3,i,i,i
O=C1C2CCCN2C(c2ccccc2)N1c1ccc(F)cc1 (stereo not given),i,i,i,-2.1,i,-7.1,i,0.4,i,i,i
Cc1[nH]c2ccccc2c(=O)c1CN1CCCCC1,i,i,i,0.3,i,-9.9,i,3.0,i,i,i
O=C(c1ccc(Cn2c(=O)[nH]c3ccccc3c2=O)cc1)N1CCN(c2ccccn2)CC1,i,i,i,-2.7,i,-1.9,i,6.5,i,i,i
c1ccc2[nH]c(SCc3cn4ccccc4n3)nc2c1,i,i,i,3.0,i,-9.2,i,5.0,i,i,i
O=C(C1CCCCC1)N1CCCc2ccccc21,i,i,i,6.1,i,-2.1,i,nt,i,i,i
COc1ccccc1CNC(=O)[C@H](C)NC(=O)C1CCN(C(=O)[C@@H](N)C(C)C)CC1,i,i,i,2.3,i,-8.6,i,4.6,i,i,i
O=C(Nc1ccc(N2CCCCC2)cc1)c1ccc([N+](=O)[O-])o1,i,i,i,13.4,i,-8.8,i,0.6,i,i,i
CCOc1ccc(CCNC(=O)c2cnc(C)cn2)cc1OCC,i,i,i,-6.3,i,-10.0,i,-8.9,i,i,i
O=C(COc1ccccc1-c1ccccc1)N/N=C/c1cccnc1,i,i,i,-23.5,i,0.8,i,-2.4,i,i,i
COc1cccc(N2C(=O)N(c3ccccc3Cl)C3CS(=O)(=O)CC32)c1 (stereo not given),i,i,i,2.3,i,-7.5,i,-0.3,i,i,i
Cc1ccc(S(=O)(=O)Nc2ccccc2C=Nc2cccc(C)c2C)cc1,i,i,i,7.5,i,-4.9,i,2.8,i,i,i
Cc1ccc(S(=O)(=O)N2CCN(S(=O)(=O)c3ccc4c(c3)OCCO4)CC2)cc1,i,i,i,-1.9,i,-5.6,i,-1.9,i,i,i
O=C(COC(=O)c1cccs1)NCC1CCCCC1,i,i,i,-9.7,i,-6.3,i,nt,i,i,i
COCCN(C(=S)Nc1c(C)cc(C)cc1C)C(C)c1cccnc1 (stereo not given),i,i,i,0.4,i,-10.4,i,9.5,i,i,i
Cc1ccc2nc(NC(=O)C3CCCN3C(=O)OC(C)(C)C)sc2c1 (stereo not given),i,i,i,-6.1,i,0.0,i,4.7,i,i,i
Cc1ccc(Oc2nc(CN3CCOCC3)nc3sc4c(c23)CCC(C)C4)cc1C (stereo not given),i,i,i,24.9,i,-4.2,i,-0.9,i,i,i
O=C(CCC(=O)N1CCSc2ccccc21)Nc1ccc(F)cc1,i,i,i,-1.0,i,-8.0,i,2.1,i,i,i
COc1ccc(C2=NN(C(=O)CCC(=O)O)C(c3cccs3)C2)cc1OC (stereo not given),i,i,i,9.0,i,-13.1,i,-2.3,i,i,i
# Other results:
SMILES,KCNQ1 pot,ANO1 block,RGS4 pot,SKKanGAS inh,ANO1 activ,hERG rescue,KCNK3 block,HDAC3 inhib,KCNQ1 block,KCNK9 block,RGS4 inh
NC(=O)CCNC(=O)c1ccc(Cl)cc1,i,i,i,-1.7,i,-8.3,i,-1.0,i,i,i
O=C(Nc1cnn(Cc2ccc(F)cc2)c1)c1cnccn1,i,i,i,-0.8,i,-3.7,i,6.1,i,i,i
C=C(CCC(=O)c1ccccc1)C(=O)c1ccccc1,i,i,i,-14.2,i,-13.8,i,-4.3,i,i,i
COc1ccc(NC(=O)N(C2CCCCC2)C(C)c2cccnc2)c(OC)c1 (stereo not given),i,i,i,-2.0,i,-5.4,i,2.9,i,i,i
CCOc1ccc(CCNC(=O)CSC(=S)N2CCCC2)cc1OCC,i,i,i,-4.4,i,-13.7,i,3.6,i,i,i
O=C(CSc1nnnn1-c1ccc(F)cc1F)Nc1ccccc1F,i,i,i,-1.2,i,-3.5,i,-0.3,i,i,i
CCOC(=O)c1[nH]c(COC(=O)CCCOc2ccccc2)c(C(=O)OCC)c1C,i,i,i,1.4,nt,-3.4,nt,-0.9,i,i,i
CCCO/N=C1/C(=O)N(c2ccccc2)c2ccccc21,i,i,i,-1.5,i,-12.8,i,?,i,i,i
CCOC(=O)C1[C@H]2C(=O)N(C(C)c3ccc(OC)cc3)C[C@]23C=C[C@H]1O3 (stereo not given in full),i,i,i,10.9,i,-8.7,i,3.0,i,i,i
COc1ccccc1CN1CCCC(C(=O)N2CCCCC2)C1 (stereo not given),i,i,i,-0.7,i,-10.8,i,1.9,i,i,i

# No enrichment for hits; overall some 6.3% were active at least once.
